Screening data deposited in PubChem BioAssay by several laboratories.
VCAM1 TNFa inh = reduces TNF alpha induced VCAM1 expression in HUVEC; HUVEC TNFa-induced VCAM-1 immunofluorescence, high-content imaging; inhibition, % at 2 µM; 95,000 tested, 0.48% active;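 active means inhibition above the batch mean plus 3 SD, with images confirmed as a hit by eye, cut at about 37% in these data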;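 further: 0% = TNF-stimulated DMSO wells and 100% = unstimulated control wells; not every result past the cut was called active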
TNFa cytotox = toxic to HUVEC cells under TNF alpha stimulation | HUVEC TNFalpha-stimulated, Hoechst cell count, imaging | cell count reduction, % at 2 µM | 93,000 tested, 0.17% active;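 active means cell count reduction exceeding the screen mean by over 5 SD, scaled to untreated wells per plate, cut at about 78% in these data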;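 further: cells counted after 24 h of TNF alpha exposure following the 1 h pretreatment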
MT1-MMP txn act = MT1-MMP promoter transcription activation; HT1080 MT1-MMP promoter luciferase reporter, luminescence, overnight; hits give high values; activation factor at 10 µM; 86,000 tested, 0.16% active; AID 750;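 active means activation factor of at least 2 for MT1-MMP transcription at 10 µM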
LYP inh 2 = blocks human PTPN22 phosphatase activity | Q9Y2R2 | recombinant LYP catalytic domain, DiFMUP fluorescence | inhibition, % at 2 µM | 96,000 tested, 0.21% active | AID 640;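 active means inhibition at 2 µM at or above a set limit, the screen mean plus 3 SD, cut at about 24% in these data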;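 further: 0% = DMSO with enzyme and 100% = enzyme fully blocked by orthovanadate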
cytoskel mod = cytoskeleton assembly modification; HUVEC TNFa F-actin phalloidin imaging, high content; inhibition, % at 2 µM; 91,000 tested, 0.18% active; AID 836;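 active means inhibition above the batch mean plus 3 SD and confirmed as a hit by visual image inspection, cut at about 30% in these data, passing the limit was not always enough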; further: strong numbers were not always called active
Calb biofilm kill = kills Candida albicans biofilms; inhibition, % at 6 µM; 85,000 tested, 0.14% active; C. albicans biofilm + clotrimazole, Alamar Blue; AID 834;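 active means inhibition above 20%; inactive means inhibition below 20%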;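 further: preformed 24 hr biofilms exposed to compound for 48 hr; 0% = biofilm without compound and 100% = blank killed by clotrimazole plus chlorhexidine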
IL1B cytotox = toxic to HUVEC cells under IL-1B stimulation; HUVEC cell count loss, Hoechst imaging, IL-1B stimulated; cell count reduction, % at 2 µM; 94,000 tested, 0.41% active;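 active means cell count reduction more than 3 SD above the screen-wide mean, cut at about 70% in these data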;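 further: normalized per plate to untreated control cells as the no-loss baseline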
Smad3 FoxH1 inh = inhibitors of human Smad3 transcription factor binding | P84022 | TR-FRET Smad3/Dy647-FoxH1 peptide binding, europium anti-His | inhibition, % at 25 µM | 88,000 tested, 0.29% active | AID 630;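 active means compounds that reduce the energy-transfer binding signal between the protein and its labelled peptide by more than half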;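 further: 0% = Smad3 plus labelled peptide maximal FRET and 100% = peptide-only background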
Target sequence (P84022 whole entry, looked up): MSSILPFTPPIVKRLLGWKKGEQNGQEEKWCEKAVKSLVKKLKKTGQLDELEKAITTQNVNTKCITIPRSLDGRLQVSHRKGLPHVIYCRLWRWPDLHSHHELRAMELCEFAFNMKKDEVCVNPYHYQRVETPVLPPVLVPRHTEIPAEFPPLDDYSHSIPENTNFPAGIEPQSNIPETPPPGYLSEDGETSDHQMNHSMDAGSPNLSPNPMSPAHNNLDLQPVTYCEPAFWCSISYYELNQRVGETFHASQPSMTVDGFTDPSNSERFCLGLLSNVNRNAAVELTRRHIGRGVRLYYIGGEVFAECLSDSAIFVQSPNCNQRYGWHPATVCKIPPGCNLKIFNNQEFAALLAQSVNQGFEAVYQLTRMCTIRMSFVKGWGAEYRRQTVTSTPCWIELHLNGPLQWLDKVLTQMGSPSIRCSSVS
hDAT+cocaine = human DAT dopamine uptake with cocaine, either direction | Q01959 | LLC-PK1 hDAT cells, [14C]-dopamine uptake with cocaine IC80; actives deviate in either direction | B-score at 10 µM | 110,000 tested, 1.3% active;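 active means Z score or B-score, a plate-position-corrected score, falls beyond the plate's 99.7% confidence bounds, in either direction; inactive means both scores lie inside the 99.7% bounds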;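 further: scored against the spread of the other compound wells on the same plate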
Target sequence (Q01959 whole entry, looked up): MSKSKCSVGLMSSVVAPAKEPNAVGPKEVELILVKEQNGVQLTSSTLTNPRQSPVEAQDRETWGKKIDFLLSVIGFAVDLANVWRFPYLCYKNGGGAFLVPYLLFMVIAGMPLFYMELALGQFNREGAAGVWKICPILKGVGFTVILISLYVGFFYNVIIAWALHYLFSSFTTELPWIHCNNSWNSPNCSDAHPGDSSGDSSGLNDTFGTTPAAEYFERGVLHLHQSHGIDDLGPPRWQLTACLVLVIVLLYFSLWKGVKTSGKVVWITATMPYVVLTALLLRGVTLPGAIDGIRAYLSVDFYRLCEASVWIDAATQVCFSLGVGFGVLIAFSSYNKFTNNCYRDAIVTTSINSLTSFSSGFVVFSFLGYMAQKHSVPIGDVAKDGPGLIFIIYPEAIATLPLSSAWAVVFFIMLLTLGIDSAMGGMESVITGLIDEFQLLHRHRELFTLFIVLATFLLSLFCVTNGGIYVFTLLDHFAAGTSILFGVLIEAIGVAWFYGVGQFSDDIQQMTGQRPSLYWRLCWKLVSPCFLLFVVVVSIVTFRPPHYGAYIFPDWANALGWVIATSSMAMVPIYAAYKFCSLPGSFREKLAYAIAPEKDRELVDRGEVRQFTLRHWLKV
An asterisk follows results filed as active; . = no result given; [ ] = another dose, or the depositor's remark.

SMILES	VCAM1 TNFa inh	TNFa cytotox	MT1-MMP txn act	LYP inh 2	cytoskel mod	Calb biofilm kill	IL1B cytotox	Smad3 FoxH1 inh	hDAT+cocaine
CCNC(=O)CSc1nc2ccccc2c(=O)n1-c1cc(OC)ccc1OC	6	-22	1.2	4	5	5	9	-4	-0.15
O=C1CC(N2CCN(c3cccc(C(F)(F)F)c3)CC2)C(=O)N1c1ccc(F)cc1 (stereo unspecified)	-8	-23	1.1	2	-2	5	5	5	0.64
CCOC(=O)c1c(C)n(C(=O)c2ccco2)c(=O)n1C(=O)c1ccco1	.	.	1	1	.	2	.	6	-0.15
CCn1c(/C(C#N)=C(\O)CCc2ccccc2)nc2ccccc21	1	-30	1	4	16	.	-12	-70[fluorescence artefact?]	-0.11
COc1ccc(Cc2nnc(SCC(=O)NCC3CCCO3)o2)cc1 (stereo unspecified)	11	-28	1.4	-10	10	-1	-15	-4	-0.65
Cc1ccc2oc(C(=O)Nc3nnc(C)s3)c(C)c2c1	12	-2	0.9	10	-4	-6	-14	-1	-0.21
O=C1Nc2cc(C(=O)N3CCOCC3)ccc2SC1N1CCOCC1 (stereo unspecified)	-17	-4	1.1	-3	3	6	27	1	.
O=C(c1ccc2c(c1)C(=O)N(Cc1ccco1)C2=O)N1CCOCC1	.	.	1	-5	.	11	.	10	-0.4
COCc1[nH][nH]c(=O)c1C=Nc1ccc(Oc2ccccc2)cc1	23	-10	1.2	7	-1	6	-7	14[fluorescence artefact?]	0.74
COc1ccccc1CN(Cc1cc2c(C)ccc(C)c2[nH]c1=O)Cc1nnnn1Cc1ccco1	12	-4	1.2	4	-9	4	-41	5	0.51
COCCCn1cnc2c(c1=O)c1nc3ccccc3nc1n2-c1ccc(C)cc1	-14	20	0.9	1	10	-1	1	11	1.6
CCC(Sc1nc(C)cc(=O)[nH]1)C(=O)Nc1nc2c(s1)CCCC2 (stereo unspecified)	-17	3	1	22	8	0	4	1	0.18
Cc1cc(NC(=O)CCC(=O)N(c2ccccc2)C(C(=O)NC2CCCC2)c2ccccc2)no1 (stereo unspecified)	0	-17	1.3	0	-4	2	19	-1	0.46
COc1ccc(N2CC(O)=C(c3nc(C)cs3)C2=N)cc1	8	-9	1.1	2	9	6	-22	3	0.093
O=C1Nc2ccc(S(=O)(=O)N3CCCC3)c3ccc(S(=O)(=O)N4CCCC4)c1c23	10	8	1.2	7	-14	0	-4	-7	-0.36
CC1(C)CC(=O)C2=C(C1)OC(=O)C2(NC(=O)c1cccs1)C(F)(F)F (stereo unspecified)	9	-13	1.2	-5	5	5	-28	2	-0.0074
O=C(Nc1c(C(=O)Nc2cccc3ccccc23)cnn1-c1ccccc1)c1ccco1	-12	-1	1	0	-5	4	35	1	1.2
CC(C)(C)c1ccc(-c2nc(C#N)c(NCc3ccncc3)o2)cc1	1	-3	2*	7	-20	2	-46	7	0.49
CCn1c(CNC(=O)c2ccco2)nnc1SCC(=O)Nc1cc(C(F)(F)F)ccc1Cl	12	-21	1.2	0	-7	.	-16	.	0.51
CCN(c1ccccc1)S(=O)(=O)c1ccc(NCC2COc3ccccc3O2)nc1 (stereo unspecified)	-14	-40	1.3	-2	24	5	-22	4	0.48

Records listed so far that bear a hit mark in MT1-MMP txn act:
smiles | VCAM1 TNFa inh | MT1-MMP txn act | LYP inh 2 | cytoskel mod | Smad3 FoxH1 inh | hDAT+cocaine
CC(C)(C)c1ccc(-c2nc(C#N)c(NCc3ccncc3)o2)cc1 | 1 | 2* | 7 | -20 | 7 | 0.49

Additional structures:
SMILES	VCAM1 TNFa inh	TNFa cytotox	MT1-MMP txn act	LYP inh 2	cytoskel mod	Calb biofilm kill	IL1B cytotox	Smad3 FoxH1 inh	hDAT+cocaine
CC1(C)Nc2ccccc2N(CC(=O)N2CCCCC2)C1=O	18	-4	1.1	2	-3	.	18	.	1.4*
CCOc1cccc(C2C(C(=O)c3ccc(C)o3)=C(O)C(=O)N2Cc2ccncc2)c1 (stereo unspecified)	-3	9	1.2	7	-4	3	-8	11[fluorescence artefact?]	0.29
C=CCOc1ccc(NC(=O)C2CC(=O)N(C(C)C)C2)cc1 (stereo unspecified)	10	0	1.1	-1	-3	7	-22	-3	0.09
CC(=O)Nc1nc(-c2cccs2)cs1	0	3	1.4	-6	-9	0	-42	4	-0.81
O=C(CN1C(=O)COCC1=O)N1CCOCC1	-2	.	1	-9	-5	.	-9	.	0.56
CC(C)(C)NC(=O)CN(Cc1cccnc1)C(=O)c1csnn1	-10	-31	1.2	-4	31	3	2	-8	-0.31
C=CCN1N=C(c2ccc(Cl)s2)CSC1=O	20	-2	.	13	-11	.	-8	.	-0.22
CCCCC(=O)Nc1cccc(NC(=O)c2ccc(Br)cc2)c1	-4	11	.	12	13	.	1	.	-0.72
O=c1[nH]c(SCc2ccccc2Cl)nc2c1CCCC2	33	51	1.1	-3	37	5	13	2[fluorescence artefact?]	0.45
CC(C)CCn1nnnc1C(c1ccccc1F)N1CCC(C(N)=O)CC1 (stereo unspecified)	.	.	1	.	.	6	.	7	0.33
O=C(c1ccccc1)N1CCC(c2nc3c(nnn3Cc3ccco3)c(=O)[nH]2)CC1	12	-11	.	-12	-3	10	20	5	0.81
COC(=O)C1Cc2c([nH]c3ccccc23)CN1 (stereo unspecified)	11	-3	1.1	-2	0	5	8	-6	0.79
CC(=O)Nc1ccc(S(=O)(=O)NC(CC(=O)NCCC2=CCCCC2)C(C)C)cc1 (stereo unspecified)	-10	-1	1.1	11	-10	.	20	.	0.54
CC(C)=CCCC(C)CN(C)CCc1ccccn1 (stereo unspecified)	.	.	1.2	.	.	7	.	2	0.59
Cc1csc(NC(=O)CSc2nncn2C)n1	-9	-15	1	-11	6	3	-38	23[fluorescence artefact?]	-0.32
COc1cccc(C2CN(c3ccc(F)cc3F)N=C2c2cccs2)c1OC (stereo unspecified)	8	20	1	-32	-26	8	-14	10	.
COc1ccc(/C=N/Nc2nnc(-c3ncc[nH]3)c3ccccc23)cc1	2	-12	1.4	4	17	-2	-10	-3	-0.85
CN(C)c1ccc(C(=S)N2CCOCC2)cc1	8	-6	1.2	-2	-26	7	-16	-6	0.71
O=C(NCCCN1CCCCCC1)C1CC(=O)N(CCc2ccccc2)C1 (stereo unspecified)	-30	-47	1.1	-4	1	4	-12	60*	-0.23
Cc1onc(-c2ccccc2)c1C(=O)NC(C)C1CCCO1 (stereo unspecified)	-4	-10	1	-4	-11	7	-29	-4	0.25

Quoted at random: 2 records from the list
SMILES	VCAM1 TNFa inh	TNFa cytotox	MT1-MMP txn act	LYP inh 2	cytoskel mod	Calb biofilm kill	IL1B cytotox	Smad3 FoxH1 inh	hDAT+cocaine
CC(=O)Nc1nc(-c2cccs2)cs1	0	3	1.4	-6	-9	0	-42	4	-0.81
CN(C)c1ccc(C(=S)N2CCOCC2)cc1	8	-6	1.2	-2	-26	7	-16	-6	0.71

Other records
SMILES	VCAM1 TNFa inh	TNFa cytotox	MT1-MMP txn act	LYP inh 2	cytoskel mod	Calb biofilm kill	IL1B cytotox	Smad3 FoxH1 inh	hDAT+cocaine
CCc1noc(C)c1C(=O)N1CCOCC1	-21	-26	1.2	9	0	2	-29	-2	-1.5
Cc1cc(C(C)(C)C)oc1C(=O)N(CC(=O)NC1CCCC1)c1ccc(F)cc1	-4	-31	.	18	26	.	11	.	0.67
CCOC(=O)Cc1nnc(NC(=O)Nc2ccccc2)s1	.	.	1.1	.	.	2	.	3	0.074
CC1=NNC(=O)/C1=C\c1cn(-c2ccccc2)nc1-c1ccc(Cl)cc1	99*	84*	.	1	16	.	25	.	1.2
CCn1c2ccccc2c2cc(/C=N/n3cn[nH]c3=S)ccc21	3	-4	1.1	3	-4	9	-25	-5	0.0092
CS(=O)(=O)N(CC(=O)Nc1cccc(F)c1)c1cccc([N+](=O)[O-])c1	-12	-2	.	4	6	.	-12	.	-0.73
Cc1c(Cl)cccc1Nc1nc(N)nc(CN2CCc3ccccc3C2)n1	7	6	.	-7	-2	6	-13	0	-0.84
CCCOc1ccc(OCCCCNC(C)CC)cc1 (stereo unspecified)	-6	15	1.2	4	.	8	-4	-24	0.00034
COC(=O)CSc1nnc(-c2ccc(S(=O)(=O)N3CCC(C)CC3)cc2)o1	3	-21	1.2	-2	25	9	-6	-172[fluorescence artefact?]	0.064
COc1ccc(NC(=O)Cn2nnc(-c3ccccc3NC(=O)C3CC3)n2)cc1	.	.	1.2	.	.	3	.	6	-0.26
Cn1c(Cl)nc2ccccc21	.	.	1.3	-9	.	7	11	-2	-0.071
CCOC(=O)C(CC)n1cnc2c(oc3ccccc32)c1=O (stereo unspecified)	-10	-30	1.2	16	-12	.	-17	.	-0.99
O=C(NC(NNc1ccc([N+](=O)[O-])cc1)(C(F)(F)F)C(F)(F)F)c1ccccc1Cl	18	-18	.	3	14	.	.	.	-0.23
COc1ccc(CN2CCN(C(=O)CC(C)C)CC2)c(OC)c1OC	9	11	0.9	6	1	5	3	6	-1.1
O=C1CCN(C(=O)Nc2ccccc2)N1	11	-12	.	2	-23	.	-33	.	0.018
CCOc1ccc(N2C(=O)CC(SC(=NC)Nc3cccc(F)c3)C2=O)cc1 (stereo unspecified)	8	-28	1.2	9	3	9	-15	9	0.19
Cc1ccc(-n2ncc(C(=O)O)c2C2CCN(C(=O)OC(C)(C)C)CC2)cc1	-10	-5	1.2	-3	-22	4	9	2	0.14
CC1CCCN(C(=O)CNC(=O)Cn2ccc3ccccc3c2=O)C1 (stereo unspecified)	13	-16	1.1	11	-8	-2	-18	-6	0.022
c1cc2c3c(cccc3c1)C(N1CCCCC1)=N2	-16	-5	1.1	-7	-2	4	10	-3[fluorescence artefact?]	-0.71
Cc1nn(CCCNC(=O)C2CCCO2)cc1Br (stereo unspecified)	26	3	1.2	3	-5	1	-112	-11	-1.2
CCN=c1sc2ccccc2n1CC(O)COc1ccccc1 (stereo unspecified)	2	7	1.1	11	-13	2	-129	9	-0.38
O=C1NN(c2ccccc2)C(=O)/C1=C\c1cccc(OC(=O)c2cccs2)c1	13	-15	1.3	-3	1	8	-19	22[fluorescence artefact?]	1.3
CCSC1=NC(C)(C)C=C(/C=C/c2ccc(Cl)cc2Cl)N1	-17	-22	1	-6	0	3	.	13	-0.15
CCOc1cccc2cc(-c3cn4cc(C)ccc4n3)c(=O)oc12	-23	-43	0.3	-5	.	1	-53	45	-0.4

Whole records from above. Order of values: VCAM1 TNFa inh	TNFa cytotox	MT1-MMP txn act	LYP inh 2	cytoskel mod	Calb biofilm kill	IL1B cytotox	Smad3 FoxH1 inh	hDAT+cocaine
Entry for COCc1[nH][nH]c(=O)c1C=Nc1ccc(Oc2ccccc2)cc1 : 23	-10	1.2	7	-1	6	-7	14[fluorescence artefact?]	0.74
Entry for CC(=O)Nc1ccc(S(=O)(=O)NC(CC(=O)NCCC2=CCCCC2)C(C)C)cc1 (stereo unspecified) : -10	-1	1.1	11	-10	.	20	.	0.54
Entry for CCOC(=O)Cc1nnc(NC(=O)Nc2ccccc2)s1 : .	.	1.1	.	.	2	.	3	0.074

An excerpt of these results, in markdown.
| mol | VCAM1 TNFa inh | TNFa cytotox | MT1-MMP txn act | LYP inh 2 | cytoskel mod | Calb biofilm kill | IL1B cytotox | Smad3 FoxH1 inh | hDAT+cocaine |
| --- | --- | --- | --- | --- | --- | --- | --- | --- | --- |
| Cc1c(Cl)cccc1Nc1nc(N)nc(CN2CCc3ccccc3C2)n1 | 7 | 6 | . | -7 | -2 | 6 | -13 | 0 | -0.84 |
| CCCOc1ccc(OCCCCNC(C)CC)cc1 (stereo unspecified) | -6 | 15 | 1.2 | 4 | . | 8 | -4 | -24 | 0.00034 |

Not all compounds are listed; the hit share may differ from the screen's.
